Compound activity from PubChem BioAssay.
5HT1a ag: activates the human 5-HT1a serotonin receptor. P08908. CHO 5-HT1a Ga15 NFAT-bla reporter, FRET ratio; 0% basal, 100% maximal reference agonist. activation, % at 10 µM. actives 0.56% (n = 65,000). AID 567;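 active = activation above the screen-wide mean activation plus 3 SD, cut at about 19% in these data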;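 also: 0% = DMSO wells and 100% = 5-CT at EC100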
Target sequence (P08908 whole entry, looked up): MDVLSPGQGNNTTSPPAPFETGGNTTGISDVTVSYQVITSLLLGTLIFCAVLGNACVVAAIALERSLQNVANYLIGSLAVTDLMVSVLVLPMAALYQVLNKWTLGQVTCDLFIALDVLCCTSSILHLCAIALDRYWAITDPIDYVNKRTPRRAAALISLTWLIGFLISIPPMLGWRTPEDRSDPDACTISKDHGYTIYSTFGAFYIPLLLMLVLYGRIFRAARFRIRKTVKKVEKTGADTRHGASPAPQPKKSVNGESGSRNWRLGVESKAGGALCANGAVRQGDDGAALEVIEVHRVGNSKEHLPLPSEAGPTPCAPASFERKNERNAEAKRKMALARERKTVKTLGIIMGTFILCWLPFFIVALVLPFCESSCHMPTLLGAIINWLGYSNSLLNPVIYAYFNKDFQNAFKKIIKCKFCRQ
S1P1 ag pot: S1P1 (human) agonism or agonism potentiation; activation, % at 9.5 µM; P21453; actives 0.57% (n = 56,000); S1P1 CRE-bla cells, forskolin, beta-lactamase FRET, potentiator mode; S1P1 agonist co-added at EC20, 2 nM; 100% = saturating reference agonist, 0% = basal;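 active = activation above a cutoff set at the mean activation of all tested compounds plus 3 SD, cut at about 54% in these data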;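 also: forskolin at 4 µM as EC80 and the EC20 agonist is SEW2871; 100% = SEW2871 at its EC100 plus forskolin at EC80; some compounds past the cut are filed as inactive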
5-HT1A blocker: antagonists of human 5-HT1a serotonin receptor; P08908; CHO 5-HT1a Ga15 NFAT-bla reporter, antagonist mode; inhibition, % at 10 µM; actives 0.68% (n = 62,000);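 active = inhibition above the mean of all tested compounds plus 3 SD, cut at about 43% in these data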;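 also: receptor stimulated by 5-CT agonist at 100 nM near EC80; beta-lactamase reporter measured by ratiometric fluorescence of a cleavable substrate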
HTR1E agonist: agonists of human 5-HT1E serotonin receptor; P28566; CHO 5-HT1E Ga15 NFAT-bla reporter, FRET; 0% DMSO wells, 100% control agonist wells; activation, % at 6 µM; actives 0.69% (n = 65,000); AID 574;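 active = activation above a set limit, the screen-wide mean activation plus 3 SD, cut at about 8.5% in these data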;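 also: 100% = positive control agonist at 1 µM giving full maximal response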
Target sequence (P28566 whole entry, looked up): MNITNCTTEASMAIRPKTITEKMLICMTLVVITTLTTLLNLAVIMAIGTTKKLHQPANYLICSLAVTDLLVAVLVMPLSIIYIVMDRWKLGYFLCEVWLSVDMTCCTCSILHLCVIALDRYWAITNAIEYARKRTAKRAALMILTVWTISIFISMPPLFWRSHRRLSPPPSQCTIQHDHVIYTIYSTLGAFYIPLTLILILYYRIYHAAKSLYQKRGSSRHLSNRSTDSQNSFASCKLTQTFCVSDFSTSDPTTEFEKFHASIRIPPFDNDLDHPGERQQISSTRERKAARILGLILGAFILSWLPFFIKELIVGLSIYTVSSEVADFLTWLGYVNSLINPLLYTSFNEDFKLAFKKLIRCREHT
Jurkat tox 60K: cytotoxic compounds reducing Jurkat cell viability. inhibition, % at 4 µM. AID 463. actives 1.2% (n = 56,000). Jurkat E6.1 viability, ATP luminescence, 48 h;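 active = inhibition above the mean inhibition of all tested compounds plus 3 SD, cut at about 28% in these data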
M1 antag: antagonists of rat M1 muscarinic receptor; CHO-M1 cells, Fluo-4 calcium, ACh EC80 antagonist mode; stronger effect = lower value; B-score at 10 µM; actives 3.4% (n = 64,000);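 active = calcium fluorescence response, raw or row-and-column corrected B-score, differing from the plate sample mean either way at a set confidence level, mostly lower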
5HT1E antag: blocks the human 5-HT1E serotonin receptor. P28566. actives 0.99% (n = 65,000). inhibition, % at 6 µM. CHO 5-HT1E Ga15 NFAT-bla reporter, FRET, antagonist;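 active = inhibition above a set limit, the mean inhibition across every tested compound plus 3 SD, cut at about 29% in these data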;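 also: signal is the 460 over 535 nm emission ratio of beta-lactamase substrate; 0% = agonist plus DMSO wells and 100% = wells without agonist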
M1 agonist: agonists of M1 muscarinic receptor. AID 626. B-score at 10 µM. actives 3% (n = 64,000). CHO-M1 cells, Fluo-4 calcium fluorescence, agonist mode; stronger effect = higher value;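 active = fluorescence rise, raw or as B-score row- and column-corrected plate score, outside the 99.7% band of its plate's samples, either direction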
S1P3 agonist: agonists of human S1P3 receptor | Q99500 | activation, % at 4.5 µM | S1P3 NFAT-BLA reporter cells, agonism, FRET ratio; relative to 1 µM S1P, basal subtracted | actives 0.1% (n = 60,000) | AID 373;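 active = activation above the screen-wide mean plus 3 SD, cut at about 4.5% in these data, passing the limit was not always enough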; also: some compounds called inactive have numbers as strong as hits
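Benchmarks: high control 1 µM S1P / System: stable CHO line with human S1P3, Gα16, NFAT-BLA reporter / Dosing: single compound concentration, 4.5 µM final / Timing: 4 h compound at 37 °C, 2 h substrate at RT / Measured by: FRET β-lactamase substrate fluorescence, excitation 405 nm, 460/535 nm emission ratio, background-subtracted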
* = called active by the depositor; . = no result given.

structure	5HT1a ag	S1P1 ag pot	5-HT1A blocker	HTR1E agonist	Jurkat tox 60K	M1 antag	5HT1E antag	M1 agonist	S1P3 agonist
COc1cc(C(=O)Nc2ccccc2N2CCN(S(C)(=O)=O)CC2)cc(OC)c1OC	-3.0	-68	10	-0.1	9	-0.11	16	-0.064	-0.6
Cc1cc(Cl)ccc1NC(=O)CSc1nnc(Cc2cccs2)n1Cc1ccco1	-1.0	-2	27	0.4	4	-0.13	-5	0.75	-1.3
COc1ccc(C2C(C(=O)N3CCN(c4ccc(OC)cc4)CC3)c3ccccc3C(=O)N2C)cc1 (configuration not stated)	-0.8	.	-5	1.7	.	-0.95	8	4.3*	.
Cn1c(C(=O)N2CCCC(C(=O)NCCN3CCOCC3)C2)cc2sccc21 (configuration not stated)	-0.3	-14	-6	-0.6	-7	0.31	-10	-0.093	-0.3
CSC1=NCCN1C(=O)c1ccc(Br)o1	-1.4	-11	-2	1.3	-3	-0.32	-13	-1	0.1
CC(C)Cn1c(N)c(C(=O)COC(=O)c2ccncc2)c(=O)n(C)c1=O	-1.3	-12	0	-0.1	8	0.25	11	-0.18	-1.5
CCCSc1nc2c(c(=O)[nH]c(=O)n2C)n1C	-2.0	2	5	0.3	7	-0.3	-9	-0.23	-2.2
O=C(c1ccc(S(=O)(=O)N2CCCCC2)cc1)N1CCCc2ccccc21	2.6	39	7	0.6	-1	0.9	5	0.0017	-1.1
Cc1ccc(S(=O)(=O)Nc2ccccc2C(N)=O)cc1	-1.5	2	-4	0.4	3	-0.73	-1	-0.3	0.1
Cc1sc2nc(C(C)C)nc(SCC(=O)NCc3ccco3)c2c1C	-4.0	6	-8	0.8	8	-0.84	4	0.028	-1.9
Cc1oc2nc(SCC(=O)NC3CCCCC3)nc(N)c2c1C	0.3	-29	-4	1.0	2	0.67	12	-0.36	-0.5
CCOc1ccccc1N(C(=O)c1snc(C(N)=O)c1N)C(C(=O)NCCC(C)C)c1ccco1 (configuration not stated)	2.5	0	18	0.9	-2	0.066	-4	0.091	0.4
O=C(NCc1ccco1)c1cc(-c2ccccn2)nc2ccccc12	-3.3	9	14	0.2	5	0.031	10	1.8	-0.4
Cc1sc2ncn3ncnc3c2c1C	-1.0	21	2	-0.6	-3	0.7	1	-1.7	0.3
Cc1cc(C)nc(N2CCCC(C(=O)Nc3nc4ccc(S(C)(=O)=O)cc4s3)C2)n1 (configuration not stated)	-1.2	-4	-10	0.7	7	0.17	-12	1.4	-0.7
CC(C(=O)NCc1ccccc1)N(CCN1CCOCC1)C(=O)c1snc(C(N)=O)c1N (configuration not stated)	-3.9	-69	-9	-0.4	-4	0.31	7	0.18	-0.1
Cc1cc(C(=O)CSc2nnc(-c3ccco3)o2)c(C)n1Cc1ccco1	0.6	53	-3	-0.1	6	-0.011	8	-1	-0.2
Cc1cc(C)nc(Nc2ccccc2Br)n1	-2.6	-4	-4	0.0	2	0.039	3	0.92	-0.6
CCN(CC(=O)NCc1cccs1)S(=O)(=O)c1cccc(C(C)=O)c1	-0.8	8	9	0.2	2	0.82	-5	0.0078	0.5
CCCC1(C(=O)OC)NC(c2cccc(F)c2)C2C(=O)N(CC)C(=O)C21 (configuration not stated)	0.4	-29	0	-0.8	-4	0.51	-8	0.85	-0.8
COc1ccc(NC(=O)CSc2nnc(-c3ccccc3C)n2C)cc1	-0.9	-6	-19	-0.3	-4	-0.0038	-7	0.42	0.2
Cn1c(SCC(=O)c2ccccc2)nnc1C1CC1	-4.0	11	13	-0.5	3	-0.033	1	-0.12	-1.9
O=C(c1ccc(F)cc1)N1CCN(c2ncccn2)CC1	-3.7	-6	1	-1.1	5	2.3	2	-0.16	-1.0
Cc1ccc(NC(=O)C2CCCN2S(=O)(=O)c2cccc3cccnc23)cc1F (configuration not stated)	1.2	17	12	-0.7	4	0.96	8	0.18	-0.3

Some of the entries so far, with values under each structure.
Results follow in this order: 5HT1a ag	S1P1 ag pot	5-HT1A blocker	HTR1E agonist	Jurkat tox 60K	M1 antag	5HT1E antag	M1 agonist	S1P3 agonist
> Cc1sc2ncn3ncnc3c2c1C
 : -1.0	21	2	-0.6	-3	0.7	1	-1.7	0.3
> Cc1cc(C)nc(N2CCCC(C(=O)Nc3nc4ccc(S(C)(=O)=O)cc4s3)C2)n1 (configuration not stated)
 : -1.2	-4	-10	0.7	7	0.17	-12	1.4	-0.7

(next part)
structure	5HT1a ag	S1P1 ag pot	5-HT1A blocker	HTR1E agonist	Jurkat tox 60K	M1 antag	5HT1E antag	M1 agonist	S1P3 agonist
O=C(CSc1nnc(-c2ccccn2)n1Cc1ccccc1)NC1CCCC1	-2.0	-6	19	-1.7	6	0.29	0	0.012	-0.5
CC(C)c1nnc(NC(=O)CCC(=O)NCc2ccco2)s1	-0.9	-23	-5	0.8	1	.	-3	.	-0.6
O=C(NCc1ccco1)c1cc(-c2cccnc2)nc2ccccc12	5.8	-6	4	-0.8	-1	-0.39	5	0.29	-0.5
Nc1c(C(=O)NC2CC2)c2nc3ccccc3nc2n1-c1ccc2c(c1)OCO2	12	-29	2	5.2	0	-0.14	-5	-0.54	2.1
O=C(Cn1ccc2ccccc2c1=O)NCCC(=O)Nc1ccc2c(c1)OCCO2	-0.2	.	-17	0.3	.	.	-4	.	.
CC(=O)c1c(C)[nH]c(C(=O)OCC(=O)Nc2cc(C)on2)c1C	-4.5	-8	6	0.0	-1	-0.9	4	-0.61	0.9
Cc1ccc(-c2csc(NC(=O)c3ccno3)n2)cc1	-5.0	.	18	-0.7	.	-0.98	-4	0.18	.
O=C(Cn1c(-c2ccccn2)nc2ccccc21)NCCN1CCOCC1	-3.7	-22	-5	-0.2	4	0.48	-6	-0.52	-0.3
CCOc1ccc2nc(C)cc(C(=O)O)c2c1	-0.4	-7	-1	1.1	-9	-0.41	-8	-0.027	0.1
O=C(Nc1cc(C(F)(F)F)ccc1N1CCOCC1)c1c(F)c(F)c(F)c(F)c1F	-0.3	.	-3	0.6	-3	-1.4	1	-0.42	3.5
Nc1c(-c2ccccc2)n[nH]c1-c1ccccc1	-5.4	-5	20	-1.2	-1	-0.03	1	-0.0015	0.3
O=C(c1ccccc1F)N(Cc1ccccc1)C1CCS(=O)(=O)C1 (configuration not stated)	-2.1	-13	0	-0.3	5	-0.17	0	0.5	0.4
CCOC(=O)c1cc(-c2ccccc2)sc1NC(=O)C(C)Sc1nnnn1C (configuration not stated)	2.6	13	12	-0.4	12	0.26	15	-0.67	-0.6
ON1C2CCCCC2N(O)C1c1c(F)c(F)c(F)c(F)c1F (configuration not stated)	-3.3	-20	2	0.8	1	0.62	-1	0.14	-0.7
COc1cccc(-n2ccnc2SCC(=O)Nc2cc(OC)ccc2OC)c1	-1.1	-4	14	0.1	-2	1.1	6	-0.058	0.3
Cc1noc(C)c1COC(=O)C1COc2ccccc2O1 (configuration not stated)	-0.8	8	-6	0.2	-1	0.53	-4	-0.0025	1.1
COC(=O)c1ccccc1NC(=O)CN(C1CCCCC1)S(C)(=O)=O	1.3	-1	-8	0.7	7	-0.27	1	0.35	-0.3
CCOC(=O)N1CCN(C(=O)CN(c2ccc(Cl)c(C(F)(F)F)c2)S(C)(=O)=O)CC1	1.7	.	-11	0.9	.	-0.17	-10	0.064	.
COCCCNC(=O)CC(NS(=O)(=O)c1ccc(C)cc1)c1ccco1 (configuration not stated)	-1.0	-4	-7	-0.4	2	0.58	14	-0.34	-0.7
Cc1ccc2nc(C(F)OC(F)(F)F)[nH]c2c1 (configuration not stated)	-1.5	-17	-24	0.0	-4	1.8	-7	0.15	-0.1
O=C(C1=C(O)C(=O)N(CCN2CCOCC2)C1c1cccnc1)c1cc2ccccc2o1 (configuration not stated)	-0.1	6	.	0.1	.	0.0035	-2	0.31	-1.8
CCC(=O)N1CCc2cc(Br)cc(S(=O)(=O)NCCN3CCCCC3C)c21 (configuration not stated)	1.8	.	-2	0.2	.	-0.19	6	-0.2	.
O=C(NCc1cccnc1)c1cccc(S(=O)(=O)N2CCOCC2)c1	-6.6	10	7	-0.2	2	0.72	-2	1.1	-1.3
O=C(CN1CCC(c2nc3ccccc3s2)CC1)NCc1cccs1	0.0	26	-12	-0.6	28*	-1.1	-4	-0.3	0.1
O=C(CCCCn1c(=O)[nH]c2ccccc2c1=O)N1CCN(c2ncccn2)CC1	0.0	-14	-3	0.2	0	-0.4	-5	-0.94	-0.3
O=C(CSc1nccn1-c1ccc(Cl)cc1)Nc1ccc2c(c1)OCO2	-2.0	1	3	-1.7	-4	-1.6	6	0.019	0.5
CSc1[nH]c(=O)c(C(=O)O)cc1C#N	-1.2	-14	7	-0.1	-3	0.033	9	-0.46	-0.2
CCOC(=O)Cn1c(N)c(C(=O)OC)sc1=S	0.1	.	4	0.0	.	0.11	-2	-0.33	.
CCn1c(=O)c2c(nc(SCC(=O)NCC3CCCO3)n2C)n(C)c1=O (configuration not stated)	-3.9	-3	1	0.5	2	0.031	-4	-0.53	-0.1
CSc1nc2ccccc2n1CC(=O)N1CCCCC1	-4.9	10	12	0.0	0	0.11	8	-0.031	-2.0
Cc1cc(C)n(-c2nc(NCC3CCCO3)c3c4c(sc3n2)COC(C)(C)C4)n1 (configuration not stated)	-0.9	-74	-2	0.3	-4	-0.99	2	3.4*	2.9
CC(=O)N(CC1CCCO1)c1nnc(-c2ccccn2)s1 (configuration not stated)	-3.2	-7	7	-0.7	-6	0.25	-4	-0.33	-0.8
COc1cc(S(=O)(=O)n2nnc3ccccc32)c(OC)cc1Cl	0.8	.	2	0.1	-2	-0.15	2	-0.98	-0.6
O=C(NCc1ccco1)C1CCN(S(=O)(=O)N2CCC3(CC2)OCCO3)CC1	-2.0	5	-5	0.1	-8	-0.27	5	1.2	-0.9
Cc1cc(C)n2c(=S)[nH]nc2n1	-3.8	-2	-8	2.2	-4	0.5	9	0.033	0.3
N#Cc1nc(-c2ccccc2F)oc1NCCc1ccccn1	0.3	.	-11	2.4	.	-0.16	-7	0.92	.
CCOC(=O)N1CCN(C(=O)CN2C(=O)COc3ccc(C(C)(C)C)cc32)CC1	1.8	3	-18	0.5	2	0.0023	8	0.0079	0.9
CCOC(=O)c1ccc(N=c2sc(C(=O)OC)cc(=O)n2Cc2ccco2)cc1	-2.1	31	30	0.3	8	-0.0093	12	0.24	-1.4
COc1ccc(CNC(=O)C(c2cccs2)N(C(=O)c2csnn2)C2CC2)cc1 (configuration not stated)	0.2	10	0	-1.2	0	0.037	-5	-0.52	-1.0
CCOC1OC2C(CO)OC(n3cnc4c(N)ncnc43)C2O1 (configuration not stated)	-1.8	7	11	0.7	2	1.8	9	-0.36	-1.4
COc1ccc(CNC(=O)C2CCCN2S(=O)(=O)c2ccc(S(=O)(=O)N(C)C)cc2)cc1 (configuration not stated)	2.5	13	-7	0.8	2	0.38	-10	-0.0048	0.0
Cc1ccc(OCc2nc(C#N)c(NCCCn3ccnc3)o2)cc1	1.1	14	4	-0.4	7	-1.5	3	-0.066	-0.5
O=C1NCCN1Cc1ccccc1F	-1.4	-12	3	0.2	-7	0.98	-8	0.8	0.5
CC1(c2ccc3c(c2)OCO3)NC(=O)N(CC(=O)NCCC2=CCCCC2)C1=O (configuration not stated)	-1.5	-28	-3	-0.5	-3	0.71	-1	0.26	-0.6
